Source: PubChem BioAssay
Tat transport = blocks Tat-dependent protein export in E. coli; inhibition, % at 10 µM; E. coli MC4100 TorA-mCherry Tat export, fluorescence; actives 0.036% (n = 340,000);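 active = mean replicate inhibition at least 50% and at least half of replicates individually reaching 50%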;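 note: exported cargo escapes ClpAP degradation while cytoplasmic cargo is degraded and loses fluorescence; 0% = median of neutral control wells and 100% = median of NaSCN control wells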
PKA-R1A act = activators of PKA-R1A complex; actives 0.083% (n = 340,000); PKA-R1A dissociation, Cy5-IP20 fluorescence polarization; scaled: DMSO 0%, 113 µM cGMP 100%; AID 504707; activation, % at 11.4 µM;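 active = percent activation above the mean of all tested compounds plus 3 SD, cut at about 19% in these data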;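 note: higher means more PKAc released from R1A so a rise in polarization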
phage Ecoli inh = E. coli growth loss with phage present; growth absorbance; inhibition, % at 11.9 µM; actives 0.26% (n = 360,000); AID 651602; in the data active = inhibition above about 11%
PfHsp90 yeast 2 = inhibits growth of yeast expressing Plasmodium falciparum Hsp90. S. cerevisiae expressing PfHsp90, BacTiter-Glo ATP, 48 h; yeast lacking PDR1 and PDR3 efflux regulators. inhibition, % at 9.4 µM. actives 0.32% (n = 310,000). AID 504621;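 active = every replicate shows inhibition above about 80%, whatever the replicate mean, limit read from the data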;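 note: 0% = DMSO neutral controls and 100% = 20 µM radicicol positive controls; yeast relying on Plasmodium falciparum Hsp90 in place of its own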
PKA-R2B act = activates the human PKA-R2B holoenzyme complex; P22694+P31323; PKA-R2B holoenzyme dissociation, Cy5-IP20 fluorescence polarization; R2B truncated from residue 108, S112A mutant; 0% DMSO only, 100% 113 µM cGMP; activation, % at 11.4 µM; actives 0.079% (n = 340,000);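 active = activation above a cutoff set at the mean over all compounds plus 3 SD, cut at about 18% in these data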;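 note: higher means more holoenzyme dissociation and a rise in polarization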
Target sequence (P31323 whole entry, looked up, other chains not shown, the tested form may be a part): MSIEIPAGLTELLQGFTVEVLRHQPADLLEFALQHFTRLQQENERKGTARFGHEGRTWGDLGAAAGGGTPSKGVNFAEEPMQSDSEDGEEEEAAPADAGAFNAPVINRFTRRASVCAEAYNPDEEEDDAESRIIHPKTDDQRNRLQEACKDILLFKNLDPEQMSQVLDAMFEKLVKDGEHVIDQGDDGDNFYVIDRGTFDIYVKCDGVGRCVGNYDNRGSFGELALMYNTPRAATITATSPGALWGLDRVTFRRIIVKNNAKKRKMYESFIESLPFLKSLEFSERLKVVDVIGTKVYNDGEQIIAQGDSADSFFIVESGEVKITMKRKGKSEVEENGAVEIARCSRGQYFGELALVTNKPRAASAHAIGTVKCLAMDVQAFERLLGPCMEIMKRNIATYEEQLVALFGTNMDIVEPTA
OPRM1-OPRD1 inv = inverse agonists of human mu-delta opioid receptor heterodimerization | P35372+P41143 | cell-based MOR-DOR heterodimer luminescence, inverse agonism | inhibition, % at 9.3 µM | actives 0.21% (n = 340,000); in the data active = inhibition above about 22%, passing the limit was not always enough;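 note: 0% = cells with DMSO and 100% = wells without cells with DMSO; values of inactives mirror those of a sister screen read the other way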
HTR5A inv ag = inverse agonist of human HTR5A in OPRM1-OPRD1 counter-screen. actives 0.083% (n = 340,000). inhibition, % at 9.3 µM. HTR5A cell line, luminescence, inverse agonism. P47898; in the data active = inhibition mostly above about 23%, no sharp cut-off; inactive = mostly below about 18%;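 note: 0% = cells with DMSO and 100% = no-cell wells with DMSO; some compounds called inactive have numbers as strong as hits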
Target sequence (P47898 whole entry, looked up): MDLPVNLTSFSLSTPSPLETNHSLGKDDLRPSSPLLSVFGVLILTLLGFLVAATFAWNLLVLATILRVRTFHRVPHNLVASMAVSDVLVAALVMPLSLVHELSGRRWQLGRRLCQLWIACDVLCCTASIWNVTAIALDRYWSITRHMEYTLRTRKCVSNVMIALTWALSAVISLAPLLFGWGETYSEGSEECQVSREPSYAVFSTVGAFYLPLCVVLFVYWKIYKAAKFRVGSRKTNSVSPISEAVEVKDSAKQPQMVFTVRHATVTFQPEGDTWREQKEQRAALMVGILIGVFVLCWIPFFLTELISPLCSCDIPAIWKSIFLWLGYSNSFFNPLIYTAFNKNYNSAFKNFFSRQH
AddAB inh = less growth of phage-infected E. coli with AddAB. actives 0.29% (n = 330,000). E. coli expressing H. pylori AddAB, absorbance growth. inhibition, % at 11.9 µM. AID 435030; in the data active = inhibition above about 12%;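 note: 0% = vehicle wells of infected cells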
Ecoli viability = bacterial growth inhibition, counter-screen for AddAB inhibitors; E. coli V3065 growth, OD600 absorbance, 18 h; inhibition, % at 11.9 µM; actives 0.27% (n = 330,000);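 active = inhibition above the campaign's mean inhibition across all tested compounds plus 3 SD, cut at about 9.9% in these data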;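 note: uninfected addAB+ strain grown without phage in ampicillin broth; 0% = DMSO wells and 100% = ciprofloxacin 0.95 µg/ml wells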
Mot1-301 SUMO = blocks SUMOylation pathway, rescuing yeast Mot1-301 growth; actives 1% (n = 320,000); S. cerevisiae Mot1-301 growth rescue, ATP luminescence, 38.5C; percent above DMSO median, 100 means doubled; AID 2716; growth rescue, % at 18.8 µM;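 active = every valid replicate shows activation above 250% relative to neutral control wells; inactive = the rest, any valid replicate at or below 250%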;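 note: OY570 slx delta 5 strain wells were the positive control but not used for scaling; some compounds called inactive have numbers as strong as hits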
MOR-DOR ag = OPRM1-OPRD1 heterodimerization agonism | actives 0.3% (n = 340,000) | P35372+P41143 | activation, % at 9.3 µM | cells, luminescence | AID 504326; in the data active = activation above about 18%;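 note: 0% = vehicle-treated cells and 100% = reference agonist; values of inactives mirror those of a sister screen read the other way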
* hit, by the source's call; x = not tested or not shown. Some of the compounds tested; the hit share may differ from the screen's.

SMILES	Tat transport	PKA-R1A act	phage Ecoli inh	PfHsp90 yeast 2	PKA-R2B act	OPRM1-OPRD1 inv	HTR5A inv ag	AddAB inh	Ecoli viability	Mot1-301 SUMO	MOR-DOR ag
Cc1cc(OC(=O)N(C)C)n(-c2ccccc2)n1	1	-2	1.6	7	-1	3	-20	-1.6	-1.0	294	-0.5
Cc1ccccc1NC1=NCC(C)S1 (stereo unspecified)	-9	-2	0.1	x	-7	-2	-58	0.0	-2.2	-5	0.3
Brc1ccc(-[n+]2c(-c3ccccc3)cc(-c3ccccc3)cc2-c2ccccc2)cc1	1	-9	4.0	22	-5	-8	-26	5.9	3.0	1	1.5
CC1CCCC(NC(=O)COC(=O)Cc2ccccc2)C1C (stereo unspecified)	5	-6	0.8	1	-11	8	16	0.3	-0.8	-15	-1.6
COc1cc(CC2C(=O)N(C)C(=O)N(C)C2=O)ccc1OCc1ccccc1	-3	3	2.8	-14	3	6	9	1.8	-0.4	6	-1.0
NP(=O)(Nc1ccccc1)Nc1ccccc1	-1	9	-0.7	-9	-5	3	12	x	x	x	-0.7
CCN1CCN(Cc2cc(Br)cc(Br)c2O)CC1	0	5	1.4	55	3	12	-1	-2.1	-0.4	-21	-2.4
O=C1NC(=O)N(c2ccc3c(c2)OCO3)C(=O)/C1=C/c1cccs1	-2	9	3.4	-4	-2	20	-22	2.1	-2.3	-5	-4.2
COC(=O)C1=C(c2ccc(OC)c(OC)c2)C[C@@H]2CC[C@H]1N2C(=O)NCCc1ccccc1	3	4	0.6	5	11	13	-19	2.3	0.9	-5	-2.8
COc1ccc(CC2(CCc3ccncc3)C(=O)NC(=O)NC2=O)cc1	-12	-1	4.8	2	-1	9	0	0.8	-4.6	-5	-1.6
CN(C)CCn1cnc2ccccc21	-4	-5	2.2	3	-15	x	x	-1.4	-3.1	20	x
COc1ccc(C(O)P(=O)(OC(C)C)OC(C)C)cc1 (stereo unspecified)	-1	-9	-1.2	4	-5	18	6	0.3	-2.0	-4	-3.5
O=C1CSC2(CN3CCC2CC3)N1 (stereo unspecified)	1	-6	1.1	-11	-5	2	10	4.3	2.7	-6	-0.4
CN(C)c1nc(N(C)C)nc(N(C#N)CCCl)n1	3	-25	1.6	2	-13	11	9	0.9	-2.2	-4	-1.9
COC(=O)C1=C(c2ccc3ccccc3c2)C[C@@H]2CC[C@H]1N2C(=O)N1CCCC1	-3	-4	x	18	1	8	-16	3.0	1.6	13	-1.4
O=P(Nc1cccnc1)(Oc1ccccc1Cl)Oc1ccccc1Cl	11	-3	2.2	51	-5	-8	3	1.0	-1.6	92	1.5
C[C@]12CCC3C(CC[C@H]4C[C@H](O)CC[C@]34C)C1[C@@H](O)C[C@@H]2O (stereo partly specified)	3	-2	2.0	29	-10	-1	22	-0.4	-1.9	-4	0.1
COc1cc([C@@H]2c3cc4c(cc3[C@@H](OC)[C@H]3COC(=O)[C@H]23)OCO4)cc(OC)c1O	-3	-6	2.7	-8	-3	8	-2	2.0	-0.3	15	-1.3
CC(N)Cc1c[nH]c2c1ccc1ccccc12 (stereo unspecified)	4	-10	5.2	2	4	9	-17	1.4	1.8	-7	-2.0
Oc1c(Cl)c(Cl)c(Cl)c(Cl)c1Cl	-1	0	12*	23	0	16	-2	13*	11*	194	-2.9

Two consecutive entries already listed:
SMILES	Tat transport	PKA-R1A act	phage Ecoli inh	PfHsp90 yeast 2	PKA-R2B act	OPRM1-OPRD1 inv	HTR5A inv ag	AddAB inh	Ecoli viability	Mot1-301 SUMO	MOR-DOR ag
CC(N)Cc1c[nH]c2c1ccc1ccccc12 (stereo unspecified)	4	-10	5.2	2	4	9	-17	1.4	1.8	-7	-2.0
Oc1c(Cl)c(Cl)c(Cl)c(Cl)c1Cl	-1	0	12*	23	0	16	-2	13*	11*	194	-2.9

The list goes on.
SMILES	Tat transport	PKA-R1A act	phage Ecoli inh	PfHsp90 yeast 2	PKA-R2B act	OPRM1-OPRD1 inv	HTR5A inv ag	AddAB inh	Ecoli viability	Mot1-301 SUMO	MOR-DOR ag
O=C1NC(=O)C2(CCN(c3ccccc3)CC2)C(=O)N1	-1	1	4.1	1	-3	11	-3	x	x	x	-2.6
COc1cc2c(cc1OC)C1C(=O)c3ccc4c(c3OC1CO2)CC(C(C)C)O4 (stereo unspecified)	13	4	1.6	-2	-2	-27	-1	x	x	x	6.1
COc1cc(C)cc(CN2CC=C(c3ccccc3)CC2)c1O	-11	-9	1.8	-8	3	-3	15	0.6	0.2	28	0.5
CC1CCOC(=O)C=CC=CC(=O)OC2CC3OC4C5OC5(C)C(O)CC4(COC(=O)C1O)C2(C)C31CO1 (stereo unspecified)	-18	9	0.0	-8	9	9	-2	x	x	x	-2.2
CC12CCC3C(CCC4(O)CC(O)CCC34C=O)C1(O)CCC2C1=CC(=O)OC1 (stereo unspecified)	2	1	1.0	9	7	-405	-113	x	x	x	79*
CCc1nnc(NS(=O)(=O)c2ccc(N=Cc3c(O)n(-c4ccccc4)c(=O)[nH]c3=O)cc2)s1	-2	-24	12*	-1	-8	14	4	11	7.2	-36	-2.5
CC(=O)O[C@H]1CC[C@@]2(C)C(=CC(=O)C3C2CC[C@@]2(C)C3C[C@H](OC(C)=O)[C@@H]2OC(C)=O)C1 (stereo partly specified)	-11	-10	3.8	13	1	7	-35	-1.4	1.0	1	-1.4
O=C(CCCCCn1c(=S)[nH]c2ccccc2c1=O)N1CCC2(CC1)OCCO2	6	-4	2.7	-26	-17	-24	3	0.6	1.8	19	4.8
COc1ccc(C(O)c2ccccc2OP(=O)(N(C)C)N(C)C)cc1 (stereo unspecified)	-5	2	3.4	17	2	14	19	6.0	1.0	6	-2.3
O=C1CN=C(c2ccccc2)c2cc(Br)ccc2N1	6	-4	3.4	1	5	17	-5	0.5	-2.2	-15	-3.4
C[N+](C)(C)CC1CCCC(C[N+](C)(C)C)C1=O (stereo unspecified)	-5	-1	-0.4	-12	-3	15	7	x	x	x	-3.0
Brc1ccc(CN2CCNCC2)s1	-4	-1	4.1	-3	10	14	4	1.8	1.4	1	-3.1
O=C(c1ccccc1F)N1CCC2(CC1)OCCO2	2	-1	1.1	2	-4	-2	7	-0.7	0.0	-9	0.4
O=C(NC1CN2CCC1CC2)c1cc(Cl)c([N+](=O)[O-])c2nc[nH]c12 (stereo unspecified)	-1	-2	4.0	15	-2	8	11	0.5	0.9	136	-1.6
CCOC(=O)c1c(C)n(C(C)C)c2ccc(OC(=O)c3ccc(N4C(=O)CCC4=O)cc3)cc12	4	4	3.4	-14	0	16	-33	0.7	0.6	0	-3.1
O=C1NC(=O)N(Cc2ccc(F)cc2)C(=O)/C1=C/c1cccs1	0	-6	2.3	x	-7	-2	12	3.8	-0.6	122	0.3
CCCCOC(=O)c1ccccc1N	-6	4	4.1	x	0	9	1	x	x	x	-1.7
O=C1C(c2ccccc2)=C(N2CC2)c2ccccc21	1	0	3.2	-9	8	8	10	2.8	-0.1	-14	-1.6
C1CCC(NC2CCCCC2)CC1	-2	-9	1.2	-11	-2	17	8	2.9	1.6	116	-3.2
Clc1ccc(C(OCCN2CCCCC2)c2ccccc2)cc1 (stereo unspecified)	4	-4	3.2	10	2	17	-31	-1.1	1.0	-14	-3.1

One compound at a time, as listed above. Order of values: Tat transport	PKA-R1A act	phage Ecoli inh	PfHsp90 yeast 2	PKA-R2B act	OPRM1-OPRD1 inv	HTR5A inv ag	AddAB inh	Ecoli viability	Mot1-301 SUMO	MOR-DOR ag
Shown for `Brc1ccc(-[n+]2c(-c3ccccc3)cc(-c3ccccc3)cc2-c2ccccc2)cc1` = 1	-9	4.0	22	-5	-8	-26	5.9	3.0	1	1.5
Shown for `COc1cc(C)cc(CN2CC=C(c3ccccc3)CC2)c1O` = -11	-9	1.8	-8	3	-3	15	0.6	0.2	28	0.5
Shown for `Oc1c(Cl)c(Cl)c(Cl)c(Cl)c1Cl` = -1	0	12*	23	0	16	-2	13*	11*	194	-2.9
Shown for `CC1CCOC(=O)C=CC=CC(=O)OC2CC3OC4C5OC5(C)C(O)CC4(COC(=O)C1O)C2(C)C31CO1` (stereo unspecified) = -18	9	0.0	-8	9	9	-2	x	x	x	-2.2
Shown for `O=C1NC(=O)C2(CCN(c3ccccc3)CC2)C(=O)N1` = -1	1	4.1	1	-3	11	-3	x	x	x	-2.6

Next part.
SMILES	Tat transport	PKA-R1A act	phage Ecoli inh	PfHsp90 yeast 2	PKA-R2B act	OPRM1-OPRD1 inv	HTR5A inv ag	AddAB inh	Ecoli viability	Mot1-301 SUMO	MOR-DOR ag
COC(=O)CCCNC(=O)CN1CC(c2ccccc2)CC1=O (stereo unspecified)	0	-12	2.4	28	-10	1	0	4.4	-0.5	-12	-0.1
CCN1CCN(c2nc3c(c(=O)[nH]2)CCCC3)CC1	-5	3	2.9	x	-2	-13	-5	0.4	0.6	1	2.2
CCOc1cc2c(cc1OCC)-n1cccc1C(c1cccc([N+](=O)[O-])c1)NC2 (stereo unspecified)	1	6	7.4	-7	3	-25	1	-0.8	-0.5	0	5.7
Cn1c(O)c(C=NC2CCN(Cc3ccccc3)CC2)c(=O)[nH]c1=O	0	-4	2.0	-7	-9	13	10	1.7	0.5	5	-2.6
CCCCOc1ccc(C(C)=O)cc1Cc1c(O)[nH]c(=S)[nH]c1=O	2	-1	-0.9	31	-4	15	13	1.3	1.1	7	-3.0
Cc1nc2ccccc2c(=O)n1-c1cccnc1	8	2	0.6	-13	1	17	12	2.1	-0.6	0	-3.3
CC1C(=O)OC2CCN3CC=C(COC(=O)C(C)(O)C1(C)O)C23 (stereo unspecified)	-2	-3	1.2	11	1	12	15	x	x	x	-2.3
COc1ccc2[nH]c3c(c2c1)CCN=C3C	5	1	4.3	-7	3	5	-17	-1.3	-0.6	5	-1.0
Nc1ccccc1C(=O)OCCc1ccccc1	2	-3	2.1	-35	11	-48	-11	1.7	2.8	-6	9.0
O=C(C(=O)N1CCOCC1)c1cn(CCCOc2ccccc2)c2ccccc12	-1	-2	-0.1	x	-16	-12	21	-0.7	0.7	4	2.3
CCOC(=O)CC(NC(=O)C(Cc1ccc(N(CCCl)CCCl)cc1)NC(C)=O)C(=O)OCC (stereo unspecified)	3	-13	3.1	-6	0	12	-8	2.6	-4.2	16	-2.5
CCCOP(=O)(OCCC)C(NC(=O)c1ccccc1)=C(Cl)Cl	-1	0	1.3	-6	-4	9	6	1.5	0.5	-10	-1.8
CCC/C(=N\O)c1c[nH]c2ccccc12	-4	-8	1.2	-19	7	-7	2	1.8	1.0	-5	1.6
CN1CCN(c2ncnc3c2cnn3C)CC1	18	x	3.0	-14	x	x	x	2.7	-0.8	-5	x
O=c1[nH]c(=S)n(Cc2ccc(F)cc2)c(O)c1C=NCC1CCCO1 (stereo unspecified)	-2	1	0.5	x	-9	17	-6	-1.1	-0.3	11	-3.3
COc1ccc(/C=C2\C(=O)NC(=S)N(C)C2=O)cc1C	-7	-13	-1.4	-9	2	1	6	1.5	1.8	-15	-0.3
COc1ccc2c(CCN)c[nH]c2c1	11	-15	1.5	10	-2	5	-190	3.8	4.9	0	-0.8
